CHO-K1 Ca ag: counter-screen for M1 agonists: effect in parental CHO-K1 cells | Fluo-8 calcium fluorescence; scaled to maximal ATP response, vehicle zero | activation, % at 3 µM | actives 0.48% (n = 360,000); in the data active = activation above about 15%;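 note: untransfected CHO-K1 host cells lacking M1 receptor as counterscreen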
CHRM4 PAM: potentiates acetylcholine response at human M4 receptor | P08173 | CHO-K1 hM4/Gqi5, Fluo-8 calcium fluorescence, ACh EC20; 0% = ACh EC20, 100% = maximal ACh | activation, % at 3 µM | actives 0.4% (n = 360,000);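 active = activation above its plate's cutoff, the mean activation of sample wells plus 3 SD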; note: some results filed as inactive read as strong as hits
Target sequence (P08173 whole entry, looked up): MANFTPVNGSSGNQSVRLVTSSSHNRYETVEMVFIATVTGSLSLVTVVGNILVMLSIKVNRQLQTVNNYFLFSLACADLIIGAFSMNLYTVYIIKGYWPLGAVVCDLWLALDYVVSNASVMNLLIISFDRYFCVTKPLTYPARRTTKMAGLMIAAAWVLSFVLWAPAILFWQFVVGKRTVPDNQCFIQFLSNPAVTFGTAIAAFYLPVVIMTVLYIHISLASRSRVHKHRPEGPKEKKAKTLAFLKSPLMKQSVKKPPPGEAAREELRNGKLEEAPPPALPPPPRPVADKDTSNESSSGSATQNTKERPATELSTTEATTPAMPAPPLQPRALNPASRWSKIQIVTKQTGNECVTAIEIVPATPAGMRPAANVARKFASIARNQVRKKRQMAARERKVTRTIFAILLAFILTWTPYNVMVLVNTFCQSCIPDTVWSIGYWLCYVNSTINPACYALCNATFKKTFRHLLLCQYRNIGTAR
M5 ag: agonists of human muscarinic M5 receptor (CHRM5); activation, % at 3 µM; CHO-K1 hM5 cells, Fluo-8 calcium fluorescence; 0% DMSO wells, 100% maximal acetylcholine response; actives 0.19% (n = 360,000);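 active = activation above the run's mean over test compounds plus 3 SD, cut at about 23% in these data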;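 note: signal is peak over basal fluorescence ratio across the kinetic read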
Target sequence (P08912 whole entry, looked up): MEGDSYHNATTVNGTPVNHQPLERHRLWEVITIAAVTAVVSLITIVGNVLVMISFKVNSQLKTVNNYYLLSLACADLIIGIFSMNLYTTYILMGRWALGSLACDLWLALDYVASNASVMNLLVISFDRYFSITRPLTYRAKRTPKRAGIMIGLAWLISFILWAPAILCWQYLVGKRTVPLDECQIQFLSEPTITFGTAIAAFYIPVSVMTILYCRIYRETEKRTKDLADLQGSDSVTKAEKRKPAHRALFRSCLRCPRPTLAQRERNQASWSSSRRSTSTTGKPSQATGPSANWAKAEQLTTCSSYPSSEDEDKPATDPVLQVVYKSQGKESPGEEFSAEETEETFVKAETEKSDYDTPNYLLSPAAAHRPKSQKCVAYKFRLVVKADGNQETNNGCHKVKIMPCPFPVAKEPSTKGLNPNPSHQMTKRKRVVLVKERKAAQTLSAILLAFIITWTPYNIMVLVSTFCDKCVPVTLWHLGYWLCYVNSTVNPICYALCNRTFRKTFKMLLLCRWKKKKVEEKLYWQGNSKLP
M5 PAM: positive allosteric modulators of human muscarinic M5 receptor. CHO-K1 hM5, Fluo-8 calcium, ACh EC20 PAM; 0% = ACh EC20, 100% = ACh EC100. actives 0.3% (n = 360,000). AID 624038. activation, % at 3 µM. P08912;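 active = activation above the run cutoff, the mean activation of all test compounds plus 3 SD, cut at about 18% in these data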
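System: CHO-K1 cell line with stable human muscarinic M5 receptor expression | Also added: EC20 acetylcholine as agonist stimulus | Compound: One concentration, 3 µM final (nominal) | Timing: Fluo-8 loading 80 min at 37 °C plus 30 min room temperature | Measured by: Fluo-8 calcium dye fluorescence, kinetic read | Read-out basis: % activation, ACh-normalized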
CHO-K1 Ca antag: nonselective inhibitor or artifact in parental CHO-K1 cells; ATP-induced calcium, Fluo-8 fluorescence; actives 0.6% (n = 360,000); inhibition, % at 3 µM;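 active = inhibition above a per-plate cutoff, the plate's mean sample inhibition plus 3 SD, cut at about 24% in these data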;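 note: 0% = DMSO plus EC80 ATP and 100% = DMSO alone without ATP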
CHRM4 antagonist: CHRM4 antagonism in calcium assay; inhibition, % at 3 µM; CHO-hM4 cells, ACh EC80, Fluo-8 calcium fluorescence; actives 0.73% (n = 360,000); AID 624125;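 active = inhibition above its plate's cutoff, the mean inhibition of sample wells plus 3 SD, cut at about 27% in these data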;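 note: 0% = acetylcholine EC80 with DMSO and 100% = DMSO without agonist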
M4 ag: agonists of human muscarinic M4 receptor (CHRM4); activation, % at 3 µM; actives 0.14% (n = 360,000); AID 624127; P08173; CHO-K1 hM4/Gqi5, Fluo-8 calcium fluorescence; vehicle 0%, full acetylcholine response 100%;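 active = activation above the run mean over all test wells plus 3 SD, cut at about 32% in these data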;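 note: peak over basal fluorescence ratio per well then scaled between controls; 0% = DMSO wells and 100% = acetylcholine at EC100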
M1 PAM parental: counter-screen for M1 PAMs: effect in parental CHO-K1 cells; AID 602247; activation, % at 3 µM; ATP EC20, Fluo-8 calcium fluorescence; 0% at ATP EC20, 100% at ATP max; actives 0.02% (n = 360,000);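 active = activation above the run cutoff, the mean activation of all test compounds plus 3 SD, cut at about 40% in these data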;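 note: peak over basal fluorescence ratio in a 140 s read after ATP addition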
CHRM5 antagonist: blocks acetylcholine activation of human M5 receptor; P08912; CHO-hM5 cells, Fluo-8 calcium fluorescence, ACh EC80; inhibition, % at 3 µM; actives 0.59% (n = 360,000); AID 624040;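 active = inhibition above a per-plate cutoff, the mean of that plate's test compounds plus 3 SD, cut at about 27% in these data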;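 note: 0% = acetylcholine EC80 with DMSO and 100% = DMSO without agonist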
Active calls of the source: *; . = no result given.

SMILES	CHO-K1 Ca ag	CHRM4 PAM	M5 ag	M5 PAM	CHO-K1 Ca antag	CHRM4 antagonist	M4 ag	M1 PAM parental	CHRM5 antagonist
CN(C)C(=O)C(OC(=O)c1ccc2c(c1)CCCC2)c1ccccc1 (stereo unspecified)	1.1	-4	-3	2	-17	2	6	-13	-1
COc1ccc(OC)c(CC(=O)Nc2ccc3c(c2)c(=O)n(C)n3Cc2cccc(C(F)(F)F)c2)c1	1.7	-1	0	0	-29	-8	4	32	0
CC(=O)Oc1c(-c2ccco2)oc2ccccc2c1=O	0.3	1	-2	13	0	2	3	2	3
CN(C(=O)c1ccccc1OCc1ccc(F)cc1)c1c(N)n(Cc2ccccc2)c(=O)[nH]c1=O	0.6	4	3	0	-1	12	1	-18	4
Nc1ccccc1SC(CC(=O)c1ccccc1)c1ccccc1 (stereo unspecified)	3.0	4	5	1	-12	-13	4	22	-1
CC(C)(C)NC(=O)CN1CCN(C(=O)CCl)CC1	0.5	-4	-2	8	-1	0	-1	5	-1
C[C@@H]1[C@H]2CCCC[C@H]2CN(C(=O)OC(C)(C)C)[C@@H]1c1cn(Cc2ccccc2)c2ccc(F)cc12	0.3	-3	0	-7	-11	-13	0	-10	5
O=C(Nc1ccc(Cl)c(S(=O)(=O)N2CCOCC2)c1)c1ccc2c(c1)OCCO2	12	-19	5	-21	3	9	22	4	13
COc1ccc(C(=O)NNC(=O)C(=O)Nc2cccc3ccccc23)cc1	-0.6	-9	-2	-5	17	7	0	-1	8
Cc1cc(NC(=O)c2ccccc2)n(-c2nc3ccccc3[nH]2)n1	0.5	1	4	7	-4	-4	0	7	1
CCC(=O)N[C@@H]1CC[C@@H](CCNC(=O)Nc2ccc(F)cc2)O[C@@H]1CO	.	1	1	1	.	-7	2	.	-4
O=C(CSc1nnnn1-c1ccccc1)c1cc2ccccc2oc1=O	0.2	9	-1	4	-9	8	2	11	-10
CC[C@]12c3[nH]c4ccccc4c3CCN1C(=O)C(CC(=O)NCCC1=CCCCC1)C[C@@H]2C(=O)N1CCN(C(=O)c2ccco2)CC1 (stereo partly specified)	4.6	-4	-1	-7	-9	-14	15	13	12
CCN1C(=O)CC(N2CCC(Cc3ccccc3)CC2)C1=O (stereo unspecified)	-0.3	-5	-2	-4	15	12	1	-7	5
N#Cc1ccc(CSc2nnc(-c3ccccn3)n2-c2ccccc2)cc1	1.5	2	2	-4	-8	2	2	14	-1
Cc1cc(C)cc(NC(=O)CSCc2cnn(-c3ccccc3)c2-n2cccc2)c1	0.9	-4	-17	-22	-13	5	-2	19	1
O=C(Nc1ccc(NC(=O)C2CC2)nc1)c1ccco1	0.2	-4	2	4	0	6	2	13	-10
O=C(COC(=O)c1ccc(Cl)nc1)Nc1cccnc1Cl	0.2	0	4	-2	-3	5	0	0	8
O=C(CSc1ncnc2sccc12)NCc1ccc2c(c1)OCO2	1.6	6	0	-2	-21	-3	5	21	7
O=C(NC1CC1)C1=C[C@@H](c2ccc(Br)cc2)C[C@@H](OCCCCO)O1	-0.6	3	2	6	16	-2	2	-1	5
CCOC(=O)Cc1c(Sc2ccccc2)c2ccccc2n1C	-0.3	15	-2	7	-18	-8	-2	28	-6
CC(C)c1cc(Cn2c3ccccc3c(=O)n2C(C)CBr)on1 (stereo unspecified)	0.2	7	-2	1	-18	-16	1	14	5
COc1cccc(NC(=O)COC(=O)c2cc(=O)c3ccccc3o2)c1	-0.4	9	2	0	10	-11	1	7	3
CCOC(=O)C1(C)CCCN(C(=O)c2ccc(OC)cc2OC)C1 (stereo unspecified)	-0.2	4	0	-4	5	-19	1	1	11
O=C(CSc1ccc2nnc(-c3cccnc3)n2n1)Nc1ccccc1	1.8	-2	-4	-3	1	5	2	8	12
Cc1ccc(N(CC(=O)NCCSCc2ccco2)S(=O)(=O)c2ccc(C)cc2)cc1	1.6	3	-13	-15	-7	-4	0	17	-6
CCOC(=O)C(O)C1CCc2c([nH]c3ccc(C)cc23)C1=O (stereo unspecified)	1.4	-4	1	1	-12	-4	2	-1	3
COc1ccccc1CN(C(=O)CNC(=O)c1ccco1)C(C(=O)NCC1CCCO1)c1ccccc1 (stereo unspecified)	7.8	-16	2	-12	3	8	24	-4	23
O=C(CCN1C(=O)c2ccccc2C1=O)NC(=S)Nc1ccccc1	1.5	0	-1	-3	-8	-4	4	7	12
CCc1nccn1CCC(=O)NC1CC(C)(C)Cc2c1cnn2-c1ccc(C)cc1 (stereo unspecified)	0.7	-1	-3	8	-5	-3	0	1	-9
COCCCNC(=O)C[C@H]1C[C@H](C(=O)N2CCCCC2)[C@@]2(CCc3ccccc3)c3[nH]c4cc(-c5ccco5)ccc4c3CCN2C1=O	0.5	-2	2	2	-21	-8	1	16	-11
Cc1[nH]c2ccccc2c1C(c1ccncc1)N1CCN(c2ccccc2F)CC1 (stereo unspecified)	0.1	-4	4	1	-6	1	1	19	-8
CCc1noc(C)c1C(=O)Nc1ccc(C)c(S(=O)(=O)N2CCCCCC2)c1	7.8	-7	0	-7	-6	3	14	19	8
COc1ccc(-c2csc3nc(C)nc(N4CCN(C(C)=O)CC4)c23)cc1OC	0.6	6	1	2	-24	-5	2	14	-7
CCOc1ccccc1OCC(=O)Nc1ccccc1C(=O)NC1CC1	4.3	-11	2	-6	2	-1	13	3	6
OCCN(CC(O)COc1ccccc1)CC(O)Cn1ccc2ccccc21 (stereo unspecified)	1.8	-5	-2	-2	-10	-4	6	21	2

Retrieved by compound from the list above (2):
SMILES	CHO-K1 Ca ag	CHRM4 PAM	M5 ag	M5 PAM	CHO-K1 Ca antag	CHRM4 antagonist	M4 ag	M1 PAM parental	CHRM5 antagonist
CCc1noc(C)c1C(=O)Nc1ccc(C)c(S(=O)(=O)N2CCCCCC2)c1	7.8	-7	0	-7	-6	3	14	19	8
CCOC(=O)C(O)C1CCc2c([nH]c3ccc(C)cc23)C1=O (stereo unspecified)	1.4	-4	1	1	-12	-4	2	-1	3

The list goes on:
SMILES	CHO-K1 Ca ag	CHRM4 PAM	M5 ag	M5 PAM	CHO-K1 Ca antag	CHRM4 antagonist	M4 ag	M1 PAM parental	CHRM5 antagonist
CCC(C)NS(=O)(=O)c1cc2c3c(c1)CCC(=O)N3CCC2 (stereo unspecified)	0.3	2	-2	2	2	-1	0	-1	7
O=C(Nc1cccc(F)c1)c1ccc2ncsc2c1	1.7	4	2	2	-11	-5	3	-3	-7
O=C(NC(=S)Nc1ccc(Br)cn1)c1cccs1	-0.5	12	-1	0	-20	-1	1	19	-1
Cc1ccc(-c2noc(CCC(=O)N3CCCc4ccccc43)n2)cc1	2.6	1	-4	-4	-10	-5	3	16	1
c1ccc(SCCOCCN2CCOCC2)cc1	0.6	2	-5	1	-10	-1	1	3	15
CCOC(=O)Cc1csc(NC(=O)CC(C)(C)C)n1	1.5	3	-1	5	-14	-6	1	22	-7
CN(Cc1cccnc1)Cc1c(C(=O)N2CCc3ccccc3C2)nc2ccc(Cl)cn12	-0.2	7	-4	8	3	-12	2	-2	-2
O=C(CN1CCN(S(=O)(=O)c2cccs2)CC1)N1CCCCC1	1.2	4	-1	-1	-4	3	1	-3	2
O=c1c(-c2ccccc2)c(O)c2c(n1-c1ccccc1)CCCC2	-0.1	5	-2	3	-9	5	0	19	-3
CC(NC(=O)C1CCC(CNS(=O)(=O)c2ccc3c(c2)C(C)(C)C(=O)N3C)CC1)c1ccccc1 (stereo unspecified)	0.8	0	0	2	-6	-2	2	17	-2
CN(c1ccccc1)S(=O)(=O)c1cccc(C(=O)Nc2ccc(N3CCOCC3)cc2)c1	8.3	-8	1	-9	-12	-19	16	-11	11
COC(=O)CC1(c2ccc(OC)cc2)C(=O)c2ccccc2C1=O	0.7	13	-9	8	-6	-15	2	9	8
CCOC(=O)CC1(C)OCC(C[N+]2(C)CCCCC2)O1 (stereo unspecified)	0.0	-8	-6	10	-10	-2	0	-2	1
CS(=O)(=O)Nc1ccc(S(=O)(=O)NC2CCCCC2)cc1	4.1	-7	0	-11	-5	-4	11	3	-13
O=C(CCCOc1ccc(Cl)cc1)NCC1CCCO1 (stereo unspecified)	0.5	4	0	-1	-8	-8	2	-3	-1
COc1ccc2[nH]cc(/C=C/C(=O)c3ccccc3)c2c1	2.0	-16	-2	1	3	-3	4	-3	8
CCOC(=O)C1=C[C@@H](C(C)(C)C)N(S(=O)(=O)c2ccc(C)cc2)[C@H]1c1ccc(Cl)c(Cl)c1	3.0	3	3	5	22	-13	0	0	-6
CCC(=O)NC(c1cc(Cl)c2cccnc2c1O)C1CC1 (stereo unspecified)	0.4	12	-1	2	-13	-6	2	6	9
CC(C)C[C@@H](COc1ccccc1)N1CCN(CC(C)C)CCC1=O	-0.3	-5	-3	-1	-6	-2	0	10	10
CCOc1ccc(OCC)c(NC(=O)Nc2ccc3c(c2)N(C)C(=O)CS3)c1	3.3	-4	-1	-14	-11	-19	16	-8	7
CCn1cc(CNC(=O)/C=C/c2cnn(C)c2)c(C)n1	0.6	12	-1	3	-14	-8	1	24	1
COc1ccccc1/C=N/NC(=O)c1nnn(-c2nonc2N)c1CSC1=NCCS1	-0.4	10	1	-1	10	3	1	-3	4
COC(=O)c1ccc(NC(CC(C)C)C(=O)OC)c([N+](=O)[O-])c1 (stereo unspecified)	1.1	0	-6	-4	-11	1	0	25	5
O=C(O)c1cccc(NS(=O)(=O)c2ccc(-c3ccc(S(=O)(=O)Nc4cccc(C(=O)O)c4)cc3)cc2)c1	-0.4	5	-4	-3	16	-6	2	-7	-6
COc1ccc(NC(=O)c2cc(-c3sc(NC(=O)c4ccccc4)nc3C)n(Cc3ccccc3)n2)cc1	.	-4	0	-7	.	-4	1	.	6
CC(=Nc1cccc(O)c1)c1sc2ccccc2c1O	0.7	-5	3	-1	5	12	1	-7	4
Nc1cc(Cl)ccc1C(=O)OCC(=O)N1CCCC1	5.8	10	0	2	-11	-8	2	26	7
Cc1cc(C)n(CCc2nc3c4ccccc4n(CC#N)c(=O)n3n2)n1	0.8	0	-5	8	-10	-4	1	5	-5
COc1cc2[nH]c(=S)nc(NCc3ccccn3)c2cc1OC	-0.1	-3	3	-6	-2	6	0	18	4
CSc1ccccc1NC(=O)NCCCl	-0.8	3	-1	5	23	-21	-2	-14	-2
CCCCNC(=O)C(NC(=O)c1ccc(C(F)(F)F)cc1)C(=O)c1ccccc1 (stereo unspecified)	.	0	1	-8	.	-4	2	.	0
CCc1nc2ccc(C(=O)NCCCn3ccnc3)cn2c1N(C)CCC(C)C	-0.1	-6	-8	-3	1	10	0	-8	14
CCn1c(=NC(=O)COc2ccccc2)sc2cccc(F)c21	-0.1	5	-5	5	-7	5	0	8	-1
COc1ccc(N(C)C(=O)c2onc3c2CCCC3)cc1	0.6	-6	-3	-1	-5	8	0	16	4
O=C(Nc1cccc(C(=O)O)c1)/C(=C\c1ccccc1Cl)NC(=O)c1ccco1	0.5	21*	-3	2	-6	0	3	0	-3

Bioassay records deposited in PubChem by The Scripps Research Institute Molecular Screening Center.
